Bioassay records (PubChem BioAssay)
Gal4-VP16 FLuc: inhibits Gal4-VP16 luciferase reporter, ROR gamma counter-screen. Drosophila S2 Gal4-VP16 UAS-luciferase, luminescence, 20 h. Potency, µM (doses to about 53.6 µM), without a hit: at the highest dose activity, negative = inhibition, hits mostly inhibitors. 3.5% of 310,000 active. AID 2546;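 also: Gal4-VP16 expression switched on by copper sulfate through the metallothionein promoter; potency is read from the fitted curve at half-maximal effect; % is scaled to controls: 0 for no effect and ±100 for the full control effect; nearly all actives have a fitted effect of over 50% in size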
FLuc modulator: counter-screen for miR-21 project: firefly luciferase inhibitors or activators; 6.9% of 360,000 active; Potency, µM (doses to about 57.5 µM), without a hit: top-dose activity change, negative = inhibition, hits mostly inhibitors; purified FLuc, Km substrates, luminescence inhibition;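 also: potency is read from the fitted curve at half-maximal effect; plate controls were vehicle for no effect and reference inhibitor for full effect; nearly all actives have a fitted effect of over 55% in size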
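Purified P. pyralis luciferase, 10 nM final, with Km-level 10 uM D-luciferin and 10 uM ATP in 50 mM Tris acetate pH 7.5, 10 mM Mg acetate, 0.01% Tween-20, 0.05% BSA; 6-point qHTS titration about 60 µM downward; luminescence read.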
RORg inh: blocks mouse ROR gamma transcriptional activity; P51450; Drosophila S2 Gal4-RORgamma UAS-luciferase reporter, 20 h; Potency, µM (highest dose often 53.6 µM), inactives show top-dose activity change, negative = inhibition, usual class: inhibitors; 5.4% of 310,000 active; also: potency is read from the fitted curve at half-maximal effect; % is scaled to controls: 0 for no effect and ±100 for the full control effect; nearly all actives have a fitted effect of over 60% in size
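Compounds are pin-transferred onto Drosophila Schneider cells expressing a copper-inducible Gal4–ROR gamma transactivation domain fusion. After 1 hr, copper sulfate is added to 700 uM final; luciferase is read 20 hr later.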
Menin MLL FP TR: menin-MLL binding inhibition, Texas Red mutant peptide; Menin + Texas Red MLL mutant peptide, fluorescence polarization; O00255; AID 1768; 0.23% of 270,000 active; Potency, µM (doses to about 61.6 µM), inactives show at the highest dose FP activity change, negative = inhibition, most hits filed as inhibitors; active = well fitted inhibition curve with a large enough effect in the polarisation, with a control signal flat, not every such curve was filed as active; inconclusive = small, poorly fitted or top-dose-only effect, or effect the other way, or a change in a side signal; inactive = no such curve, though single readings can be large or run the other way; the % refers to the polarisation; also: potency is read from the fitted curve at half-maximal effect; % of control where 0% means no effect; many of its hits are not listed in these tables
Target sequence (O00255 whole entry, looked up): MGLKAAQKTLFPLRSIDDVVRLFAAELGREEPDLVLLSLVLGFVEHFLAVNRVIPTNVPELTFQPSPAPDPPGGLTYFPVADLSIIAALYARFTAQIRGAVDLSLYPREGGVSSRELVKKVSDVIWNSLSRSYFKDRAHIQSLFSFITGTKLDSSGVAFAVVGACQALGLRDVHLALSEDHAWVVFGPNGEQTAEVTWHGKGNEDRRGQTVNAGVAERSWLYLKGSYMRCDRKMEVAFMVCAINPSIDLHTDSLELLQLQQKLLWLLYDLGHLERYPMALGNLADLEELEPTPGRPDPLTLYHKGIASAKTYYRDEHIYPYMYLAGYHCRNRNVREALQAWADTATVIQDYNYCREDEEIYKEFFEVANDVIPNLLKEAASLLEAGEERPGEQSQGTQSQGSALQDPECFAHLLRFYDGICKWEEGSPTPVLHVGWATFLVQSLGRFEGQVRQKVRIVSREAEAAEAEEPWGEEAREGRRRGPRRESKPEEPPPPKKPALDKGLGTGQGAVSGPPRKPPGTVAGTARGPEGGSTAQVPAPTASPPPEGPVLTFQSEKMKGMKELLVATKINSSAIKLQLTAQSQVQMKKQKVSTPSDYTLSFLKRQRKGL
MBNL1 CUG block: blocks human MBNL1 binding to CUG repeat RNA. AID 2675. Potency, µM (doses to about 57.5 µM), inactives show top-dose activity change, negative = inhibition, hits mostly inhibitors. Q9NR56. TR-FRET MBNL1-His/biotin-(CUG)12 binding, 665/545 ratio. 0.036% of 280,000 active; active = well fitted inhibition curve with a large enough effect in the signal ratio, with a control signal flat, not every such curve was filed as active; inconclusive = small, poorly fitted or top-dose-only effect, or effect the other way, or a change in a side signal; inactive = no such curve, though single readings can be large or run the other way; the % refers to the signal ratio; also: potency is read from the fitted curve at half-maximal effect; % is scaled to controls: 0 for no effect and ±100 for the full control effect
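His-tagged MBNL1 binding to biotinylated (CUG)12 RNA was measured by TR-FRET using terbium anti-His antibody (0.055 ng/ul final) and streptavidin-XL665 (5 nM final). Compounds were titrated 92 nM to 58 uM; 60 min at room temperature.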
Rab9 prom act: Rab9 promoter activation; Potency, µM (doses to about 9.22 µM), for the others: top-dose activation, negative = inhibition, usual class: activators; 2.8% of 320,000 active; Huh7 Rab9 promoter-luciferase reporter, luminescence, 24 h; also: potency is read from the fitted curve at half-maximal effect; % of control where 0% means no effect; nearly all actives have a fitted effect of over 60% in size
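Huh7 reporter line, Rab9 promoter upstream of luciferase. Compound exposure 24 h at 37 °C in reduced-serum medium with 10% FBS. Read-out: luminescence.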
KCNH2 3.1 block: inhibitors of human KCNH2 3.1 potassium channel isoform. U2OS KCNH2 3.1, thallium flux FluxOr; active compounds read low. AID 720553. 0.95% of 340,000 active. activity change, % (tested at about 1.8 µM);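 active = maximum activity change below -70%; inconclusive = maximum activity change from -70% to -50%; inactive = maximum activity change above -50%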;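 also: thallium influx rate constant from kinetic fluorescence after stimulation buffer; % is scaled to controls: 0 for no effect and ±100 for the full control effect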
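Kinetic fluorescence (2 min after stimulation buffer) measures Tl+ influx through KCNH2 3.1 expressed by viral transduction in U2OS cells; the rate constant is normalized against DMSO controls serving as positive and negative references.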
ELG1 repair inh: inhibitors of ELG1-dependent DNA repair in HEK293T cells | HEK293T ELG1-luciferase reporter, luminescence, 16 h; DNA damage induced by 5-fluorouridine | Potency, µM (doses to about 46.1 µM), for inactives: at the highest dose activity change, negative = inhibition, hits mostly inhibitors | 2.3% of 330,000 active | AID 504467; also: potency is read from the fitted curve at half-maximal effect; % is scaled to controls: 0 for no effect and ±100 for the full control effect; nearly all actives have a fitted effect of over 55% in size
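Reporter activity after DNA damage by 5-fluorouridine is monitored. Compound-treated cells incubate 16 hr at 37 °C, then ONE-Glo is added for 30 min before luminescence reading.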
Mito fusion yeast: inhibitors of mitochondrial division or activators of mitochondrial fusion; S. cerevisiae fusion-defective mutant growth rescue, CellTiterGlo 48 h; Potency, µM (titrated, usually from 46.1 µM), inactives show at the highest dose growth rescue (activation), usual class: activators; 0.23% of 320,000 active; AID 485298;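 also: potency is read from the fitted curve at half-maximal effect; % of control where 0% means no effect; nearly all actives have a fitted effect of over 45% in size; temperature-sensitive fusion mutants such as fzo1-1 at 37 °C on non-fermentable ethanol glycerol medium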
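Growth-rescue viability read-out: after 48 h at the non-permissive 37C in glycerol/ethanol YPEG, yeast mitochondrial fusion mutants are measured by CellTiterGlo luminescence; compounds (23 nl pinned per well) restoring growth score as division inhibitors or fusion activators.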
NPC1 promoter act: activates the NPC1 promoter | Huh7 NPC1 promoter luciferase reporter, 24 h | Potency, µM (series often up to 9.22 µM), without a hit: at the top dose activation, hits mostly activators | 2.4% of 320,000 active;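 also: potency is read from the fitted curve at half-maximal effect; % of control where 0% means no effect; nearly all actives have a fitted effect of over 60% in size; reporter is driven by a mutant NPC1 promoter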
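Huh7 reporter cells (NPC1 promoter driving luciferase) are dosed with compound for 24 h at 37 °C, 5% CO2; luciferase detection reagent is then added and luminescence measured after 10 min at ambient temperature.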
PKM2 act: PKM2 (human) enzyme activation. P14618. 0.34% of 260,000 active. AID 1631. purified PKM2, Kinase-Glo ATP luminescence, activation; response scale: 0% is enzyme alone, no compound. Potency, µM (doses to about 57.5 µM), inactives show at the highest dose activation, actives largely listed as activators; also: potency is read from the fitted curve at half-maximal effect; % is scaled to controls: 0 for no effect and ±100 for the full control effect; nearly all actives have a fitted effect of over 55% in size
Target sequence (P14618 whole entry, looked up): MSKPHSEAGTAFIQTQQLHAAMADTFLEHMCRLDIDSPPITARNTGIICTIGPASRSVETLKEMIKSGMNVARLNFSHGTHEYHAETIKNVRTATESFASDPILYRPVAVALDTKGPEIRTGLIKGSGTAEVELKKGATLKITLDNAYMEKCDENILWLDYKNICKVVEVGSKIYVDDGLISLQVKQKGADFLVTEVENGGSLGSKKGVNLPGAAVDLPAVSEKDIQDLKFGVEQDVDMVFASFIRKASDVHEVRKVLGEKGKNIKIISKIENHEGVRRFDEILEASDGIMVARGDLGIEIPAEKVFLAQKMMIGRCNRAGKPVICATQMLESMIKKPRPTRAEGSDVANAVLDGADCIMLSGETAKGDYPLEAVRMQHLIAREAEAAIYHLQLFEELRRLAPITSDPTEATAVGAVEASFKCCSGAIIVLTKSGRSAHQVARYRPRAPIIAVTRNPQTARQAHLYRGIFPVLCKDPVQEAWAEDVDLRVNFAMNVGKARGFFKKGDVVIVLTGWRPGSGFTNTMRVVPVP
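Kinase-Glo luminescence reports ATP generated from ADP (0.1 mM) and PEP (0.5 mM) by purified hPK-M2 after 1 h at room temperature, pH 7.2 imidazole buffer; intermediate enzyme activity allows detecting inhibitors and activators.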
An asterisk follows results filed as active. Unless noted, calls follow the shape of the dose curve; as a rule, active = well fitted curve in the direction sought with a large enough effect; inconclusive = small, poorly fitted or top-dose-only effect, or another doubt; inactive = no such curve, though single readings can be large; an effect the other way counts as inactive or inconclusive. Some of the compounds tested; rates above refer to the full screens.

O=C(NC1CCCc2ccccc21)C1CCN(S(=O)(=O)c2cnc[nH]2)CC1 (centres undefined) was read as Gal4-VP16 FLuc -2%, FLuc modulator 3%, RORg inh 2%, Menin MLL FP TR -15%, MBNL1 CUG block -6%, Rab9 prom act 1%, KCNH2 3.1 block -1, ELG1 repair inh 16%, Mito fusion yeast -3%, NPC1 promoter act 0% and PKM2 act 7%.
COC(=O)Cn1c(C)c(C#N)c2ccccc21 was read as Gal4-VP16 FLuc -3%, FLuc modulator 3%, RORg inh -37%, Menin MLL FP TR -25%, MBNL1 CUG block inconclusive, Rab9 prom act -5%, KCNH2 3.1 block 11, ELG1 repair inh 11%, Mito fusion yeast -1%, NPC1 promoter act 2% and PKM2 act -4%.
For COc1ccccc1OCCC(=O)Nc1cccc(S(=O)(=O)N2CCOCC2)c1 the results were FLuc modulator 4%, Rab9 prom act 1%, KCNH2 3.1 block 6, ELG1 repair inh 0%, Mito fusion yeast -5% and NPC1 promoter act -1%.
For COC(=O)c1n[nH]nc1-c1ccccc1 the results were Gal4-VP16 FLuc -22%, FLuc modulator 1%, RORg inh 14%, Menin MLL FP TR -1%, MBNL1 CUG block -27%, Rab9 prom act -2%, KCNH2 3.1 block -1, ELG1 repair inh -16%, Mito fusion yeast -1%, NPC1 promoter act -2% and PKM2 act 5%.
NS(=O)(=O)c1ccc(CCNCc2cc(Cl)ccc2OCc2ccccc2)cc1 was read as Gal4-VP16 FLuc inconclusive, FLuc modulator 0%, RORg inh inconclusive, Menin MLL FP TR -17%, MBNL1 CUG block -8%, Rab9 prom act -4%, KCNH2 3.1 block -37, ELG1 repair inh -12%, Mito fusion yeast -8%, NPC1 promoter act 1% and PKM2 act 0%.
Cn1ccnc1Sc1nc(Nc2cccc(Cl)c2)nc(N2CCOCC2)n1 was read as Gal4-VP16 FLuc -1%, FLuc modulator 2%, RORg inh -3%, Menin MLL FP TR -3%, MBNL1 CUG block -2%, Rab9 prom act 2%, KCNH2 3.1 block -21, ELG1 repair inh -25%, Mito fusion yeast -9%, NPC1 promoter act -21% and PKM2 act 3%.
Screening O=c1cnc2ccccc2n1Cc1ccc(Br)cc1 returned Gal4-VP16 FLuc 19%, FLuc modulator 27µM*, RORg inh inconclusive, Menin MLL FP TR -12%, MBNL1 CUG block inconclusive, Rab9 prom act 19%, KCNH2 3.1 block 2, ELG1 repair inh 5%, Mito fusion yeast 6%, NPC1 promoter act 6% and PKM2 act 4%.
For CCOC(=O)CSCC(=O)Nc1nnc(-c2cccc([N+](=O)[O-])c2)s1 the results were Gal4-VP16 FLuc -1%, FLuc modulator inconclusive, RORg inh -25%, Menin MLL FP TR 1%, MBNL1 CUG block inconclusive, Rab9 prom act -2%, KCNH2 3.1 block 15, ELG1 repair inh 1%, Mito fusion yeast -1%, NPC1 promoter act -2% and PKM2 act 2%.
O=C(CCS(=O)(=O)Cc1ccccc1)NCCc1ccccc1 was read as Gal4-VP16 FLuc -8%, FLuc modulator -1%, RORg inh -29%, Menin MLL FP TR -9%, MBNL1 CUG block -6%, Rab9 prom act -1%, KCNH2 3.1 block -10, ELG1 repair inh 3%, Mito fusion yeast 11%, NPC1 promoter act 0% and PKM2 act 8%.
`CC(=O)c1cccc(CN2CCN(CCC(C)C)C(CCO)C2)c1` (centres undefined) gave Gal4-VP16 FLuc -3%, FLuc modulator 1%, RORg inh 11%, MBNL1 CUG block -5%, Rab9 prom act 0%, KCNH2 3.1 block 18, ELG1 repair inh 14%, Mito fusion yeast -4%, NPC1 promoter act 2% and PKM2 act 0%.
Screening CCc1nc(SCC(=O)OC)c2c3c(sc2n1)COC(C)(C)C3 returned Gal4-VP16 FLuc 1%, FLuc modulator inconclusive, RORg inh -2%, Menin MLL FP TR inconclusive, MBNL1 CUG block -7%, Rab9 prom act 0%, KCNH2 3.1 block 1, ELG1 repair inh -9%, Mito fusion yeast 7% and NPC1 promoter act -5%.
Screening COc1cc(OC)c(NC(=S)Nc2cccc(C(C)=O)c2)cc1Cl returned Gal4-VP16 FLuc 0%, FLuc modulator 0%, RORg inh inconclusive, Menin MLL FP TR 21%, MBNL1 CUG block 2%, Rab9 prom act 6%, KCNH2 3.1 block 22, ELG1 repair inh -1%, Mito fusion yeast -9%, NPC1 promoter act -7% and PKM2 act 11%.
Screening CCOC(=O)/C(C#N)=N/Nc1ccccc1C#N returned Gal4-VP16 FLuc 4%, FLuc modulator inconclusive, RORg inh 25%, MBNL1 CUG block -1%, Rab9 prom act -3%, KCNH2 3.1 block -2, ELG1 repair inh -10%, Mito fusion yeast -2%, NPC1 promoter act -3% and PKM2 act -2%.
Cc1cccc(NC(=O)C2CCCN(c3ncnc4c3nc3n4CCCCC3)C2)n1 (centres undefined) was read as Gal4-VP16 FLuc -3%, FLuc modulator 4%, RORg inh inconclusive, Menin MLL FP TR -13%, MBNL1 CUG block -11%, Rab9 prom act 3%, KCNH2 3.1 block 4, ELG1 repair inh inconclusive, Mito fusion yeast 0%, NPC1 promoter act 0% and PKM2 act 1%.
Screening COc1ccc(NC(=O)CSc2nnc(-c3ccncc3)n2CC2CCCO2)c(OC)c1 (centres undefined) returned Gal4-VP16 FLuc 0%, FLuc modulator 1%, RORg inh -13%, Menin MLL FP TR -3%, MBNL1 CUG block -7%, Rab9 prom act 2%, KCNH2 3.1 block -9, ELG1 repair inh 3%, Mito fusion yeast -3%, NPC1 promoter act 1% and PKM2 act 0%.
COc1ccc(CCNC(=O)CCC(=O)NC2CCCC(C)C2C)cc1OC (centres undefined) was read as Gal4-VP16 FLuc -2%, FLuc modulator 6%, RORg inh -3%, Menin MLL FP TR 7%, MBNL1 CUG block -6%, Rab9 prom act -1%, KCNH2 3.1 block 3, ELG1 repair inh 9%, Mito fusion yeast 2%, NPC1 promoter act -3% and PKM2 act -9%.
COc1ccc(S(=O)(=O)NC(C)C(=O)NC2CC2)cc1C (centres undefined) was read as Gal4-VP16 FLuc -5%, FLuc modulator 5%, RORg inh -10%, MBNL1 CUG block -5%, Rab9 prom act 0%, KCNH2 3.1 block -3, ELG1 repair inh -1%, Mito fusion yeast 1%, NPC1 promoter act -1% and PKM2 act 0%.
`COCCOc1ccc(C(F)(F)F)cc1NC(=O)c1ccccc1` gave Gal4-VP16 FLuc -2%, FLuc modulator 3%, RORg inh 0%, Menin MLL FP TR -21%, MBNL1 CUG block -8%, Rab9 prom act -25%, KCNH2 3.1 block 3, ELG1 repair inh 3%, Mito fusion yeast 13%, NPC1 promoter act -3% and PKM2 act -6%.
Screening C=CCNC(=O)c1ccc(N(Cc2ccc(Cl)cc2)S(C)(=O)=O)cc1 returned Gal4-VP16 FLuc 20%, FLuc modulator 2%, RORg inh 36%, Menin MLL FP TR 2%, MBNL1 CUG block -10%, Rab9 prom act 0%, KCNH2 3.1 block -3, ELG1 repair inh inconclusive, Mito fusion yeast 5%, NPC1 promoter act 1% and PKM2 act 1%.
`CCC(C)[C@H]1CNCCN1CCc1cccc2ccccc12` (some centres undefined) gave FLuc modulator 3%, Rab9 prom act 1%, KCNH2 3.1 block -5, ELG1 repair inh 7%, Mito fusion yeast 7% and NPC1 promoter act -4%.
Screening COc1ccc(OC)c(NC(=O)c2ccc(CN3CCOCC3)cc2)c1 returned Gal4-VP16 FLuc -11%, FLuc modulator inconclusive, RORg inh 18%, Menin MLL FP TR 3%, MBNL1 CUG block -2%, Rab9 prom act -2%, KCNH2 3.1 block -5, ELG1 repair inh 18%, Mito fusion yeast -5%, NPC1 promoter act -4% and PKM2 act -9%.
Cc1ccc2[nH]c(C(=O)NCCN3CCCC3)cc2c1 was read as Gal4-VP16 FLuc -2%, FLuc modulator 2%, RORg inh 0%, Menin MLL FP TR -15%, MBNL1 CUG block -2%, Rab9 prom act 6%, KCNH2 3.1 block -12, ELG1 repair inh -2%, Mito fusion yeast 0%, NPC1 promoter act 1% and PKM2 act 2%.
CN(N)c1nc(C(F)(F)F)nc2ccccc12 was read as Gal4-VP16 FLuc 9%, FLuc modulator -2%, RORg inh 8%, Menin MLL FP TR 1%, MBNL1 CUG block -1%, Rab9 prom act -6%, KCNH2 3.1 block -3, ELG1 repair inh -25%, Mito fusion yeast 0%, NPC1 promoter act -3% and PKM2 act 2%.
`COC(=O)c1cc(S(=O)(=O)N2CCCC(C)C2)c[nH]1` (centres undefined) gave Gal4-VP16 FLuc -1%, FLuc modulator 0%, RORg inh -13%, Menin MLL FP TR -13%, MBNL1 CUG block -7%, Rab9 prom act -1%, KCNH2 3.1 block 4, ELG1 repair inh 9%, Mito fusion yeast 26%, NPC1 promoter act -6% and PKM2 act -11%.
Screening Cc1cc(C)n2nc(C(=O)OCC(=O)Nc3ccc4c(c3)OCO4)nc2n1 returned Gal4-VP16 FLuc -9%, FLuc modulator 1%, RORg inh 0%, Menin MLL FP TR 8%, MBNL1 CUG block -4%, Rab9 prom act 1%, KCNH2 3.1 block -8, ELG1 repair inh inconclusive, Mito fusion yeast 0%, NPC1 promoter act 14% and PKM2 act -9%.
